Bioassay records: PubChem, National Center for Advancing Translational Sciences (NCATS)
AMA1-RON2 inh = disrupts binding of P. falciparum AMA1 to RON2; AlphaScreen AMA1-biotinylated RON2 peptide binding; Potency, µM (top dose mostly 58.2 µM), inactives show at the highest dose activity change, negative = inhibition, usual class: inhibitors; actives 0.2% (n = 360,000); AID 720542;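 further: potency means the concentration at half of the fitted maximal effect; 0% = vehicle wells and -100% = peptide control; nearly all actives have a fitted effect of over 45% in size; some results filed as inactive show a strong effect at the top dose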
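AMA1 (3D7) with his tag at 25 nM final met compounds first, then biotinylated RON2 peptide at 25 nM; detection used donor plus acceptor beads, 10 µg/mL apiece, read by AlphaScreen after 30 min at room temperature.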
LmPK inhibitor = inhibitors of Leishmania mexicana pyruvate kinase | purified LmPK, Kinase-Glo ATP luminescence, 1 h | Potency, µM (highest dose often 57.5 µM), for the others: at the highest dose activity change, negative = inhibition, actives largely listed as inhibitors | actives 0.37% (n = 290,000) | AID 1721; further: potency means the concentration at half of the fitted maximal effect
Target sequence (Q27686 whole entry, looked up): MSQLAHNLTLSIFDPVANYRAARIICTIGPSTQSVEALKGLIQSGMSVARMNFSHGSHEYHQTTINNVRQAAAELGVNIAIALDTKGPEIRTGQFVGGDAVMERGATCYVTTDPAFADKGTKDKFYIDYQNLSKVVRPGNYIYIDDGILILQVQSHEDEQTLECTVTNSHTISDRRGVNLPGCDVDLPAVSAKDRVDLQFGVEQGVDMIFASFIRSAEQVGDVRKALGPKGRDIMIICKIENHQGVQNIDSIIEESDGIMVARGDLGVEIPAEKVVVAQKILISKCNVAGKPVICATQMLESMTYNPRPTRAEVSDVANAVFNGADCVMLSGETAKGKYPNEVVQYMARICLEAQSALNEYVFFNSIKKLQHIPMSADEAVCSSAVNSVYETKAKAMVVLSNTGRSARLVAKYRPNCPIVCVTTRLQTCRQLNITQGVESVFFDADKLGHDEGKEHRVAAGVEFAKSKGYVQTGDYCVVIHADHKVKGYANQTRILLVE
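ATP generated from ADP (0.1 mM) and PEP (0.5 mM) by 0.1 nM LmPK over 1 h at room temperature (pH 7.2 imidazole buffer) was detected by coupled luciferase luminescence. Values were normalized to uninhibited and no-enzyme wells.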
AmpC no deterg = inhibitors of E. coli AmpC beta-lactamase without detergent. Potency, µM (doses to about 57.1 µM), inactives show at the highest dose activity change, negative = inhibition, actives largely listed as inhibitors. AmpC nitrocefin hydrolysis, absorbance 480 nm, 0.0001% Triton. actives 0.52% (n = 330,000);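 further: potency means the concentration at half of the fitted maximal effect; plate controls were no compound for no effect and no enzyme for full effect; nearly all actives have a fitted effect of over 20% in size; some results filed as inactive show a strong effect at the top dose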
Target sequence (P00811 whole entry, looked up): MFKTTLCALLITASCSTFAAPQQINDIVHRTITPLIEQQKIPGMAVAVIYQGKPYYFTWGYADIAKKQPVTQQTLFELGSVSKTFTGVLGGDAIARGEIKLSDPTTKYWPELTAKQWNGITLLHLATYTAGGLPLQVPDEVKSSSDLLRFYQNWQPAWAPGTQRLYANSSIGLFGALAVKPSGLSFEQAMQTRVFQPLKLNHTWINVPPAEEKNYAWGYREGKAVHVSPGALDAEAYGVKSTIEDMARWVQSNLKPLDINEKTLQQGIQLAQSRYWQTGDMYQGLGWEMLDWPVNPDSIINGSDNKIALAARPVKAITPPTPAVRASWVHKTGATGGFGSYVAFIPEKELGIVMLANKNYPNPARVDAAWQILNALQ
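AmpC (5.3 nM in the dispensed reagent) in 20 mM phosphate pH 7.0 with 0.01% (detergent screen) or 0.0001% Triton X-100 was preincubated with compounds for 15 min at room temperature. Nitrocefin was then added from an 800 uM solution, and hydrolysis was followed at 480 nm.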
HCV inh = HCV inhibition | Huh7.5.1 HCVcc-Cre infection, luciferase reporter, 44 h | Potency, µM (top dose mostly 41.8 µM), for inactives: at the top dose activity change, negative = inhibition, usual class: inhibitors | actives 3.4% (n = 340,000) | AID 651820; further: potency means the concentration at half of the fitted maximal effect
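1,000 cells/well; 4 h culture; + compound; + HCVcc-Cre (~0.5 moi); 44 h; luciferase substrate, RT 15 min; read 15 sec.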
AmpC detergent = inhibitors of E. coli AmpC beta-lactamase with detergent; actives 0.041% (n = 370,000); AmpC hydrolysis of nitrocefin, absorbance 480 nm, 0.01% Triton; Potency, µM (series often up to 114 µM), inactives show top-dose activity change, negative = inhibition, most hits filed as inhibitors;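 further: potency means the concentration at half of the fitted maximal effect; 0% = no-compound wells and -100% = no-enzyme wells; nearly all actives have a fitted effect of over 25% in size; some results filed as inactive show a strong effect at the top dose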
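20 mM phosphate pH 7.0 + 0.01% (detergent screen) or 0.0001% Triton X-100; 5.3 nM AmpC reagent; cpd preinc 15 min RT; nitrocefin (800 uM stock) to start; A480 q20 s × 4 min; Activity was normalised to no-enzyme and no-compound control wells.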
HCMV antiviral = human cytomegalovirus inhibition; HFF cells, HCMV-luciferase reporter, 72 h; hits give low values; activity change, negative = inhibition, % at 57.5 µM; actives 4.5% (n = 410,000); AID 1259415; in the data active means activity change below about -60%; inconclusive means no clear call, values can overlap the other calls; inactive means above about -39%
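Two compound doses tested in HFFs infected with HCMV-luciferase, MOI 1 PFU/cell, 72 h at 37C. Lysate luminescence read with OneGlo; data normalized against buffer-only and 10uM Salinomycin inhibitor controls.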
Tb PYK inh = T. brucei pyruvate kinase inhibition. TbPYK enzyme, Kinase-Glo Plus ATP luminescence, 45 min. AID 624173. Potency, µM (highest dose often 76.8 µM), without a hit: at the top dose activity, negative = inhibition, usual class: inhibitors. Q57TT1. actives 0.12% (n = 410,000); further: potency means the concentration at half of the fitted maximal effect; nearly all actives have a fitted effect of over 50% in size
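In this concentration-response screen, enzyme-free wells defined baseline while DMSO plates tracked drift. Each reaction combined TbPYK, substrate, compound and 130 uM ADP for 45 min at room temperature. Kinase-Glo Plus luminescence gave the signal.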
The depositor's hits bear a star; u = inconclusive; x = not tested or not shown; [ ] = remark or other dose. Unless noted, the call rests on the fitted dose curve; in most records, active means well fitted curve in the direction sought with a large enough effect; inconclusive means small, poorly fitted or top-dose-only effect, or another doubt; inactive means no such curve, though single readings can be large; an effect the other way counts as inactive or inconclusive. Unless noted, on the % scale 0 is the no-effect control and ±100 the full control effect.

SMILES | AMA1-RON2 inh | LmPK inhibitor | AmpC no deterg | HCV inh | AmpC detergent | HCMV antiviral | Tb PYK inh
COc1ccc(NC(=O)C2CCCN(S(C)(=O)=O)C2)cc1Cl (stereo unspecified) | 15% | -6% | -1% | 12% | u | 49 | 0%
CCOC(=O)C1CCN(C(=O)c2ccc(Oc3cc(Cl)cc(Cl)c3)o2)CC1 | -9% | 2% | 119%[activator] | -13% | 0% | -12 | -2%
CCOc1ccccc1N1CCN(C2=C(NS(=O)(=O)c3cccs3)C(=O)c3ccccc3C2=O)CC1 | 10µM* | -18% | -13% | u | u | -20 | -11%
CC1(O)N(CCC(=O)Nc2cccc(F)c2)C(=O)OC12CCCCC2 (stereo unspecified) | -12% | 5% | 4% | 26% | 1% | 52 | -4%
Cc1ccc(NC(=O)Cn2c([N+](=O)[O-])cnc2C)cc1Cl | 12% | 0% | -16% | 2% | -7% | -13 | -2%
CC(OCC(O)CN(C)CCOc1ccccc1)c1ccc(Cl)cc1 (stereo unspecified) | -22% | -1% | 79%[activator] | -16% | u | 15 | -16%
O=C(O)CCCN=CC1=C(O)C(C(=O)c2ccccc2)CCC1=O (stereo unspecified) | 5% | -9% | -13% | 25% | -15% | 13 | 0%
O=C(c1cc2c(ccc3ccccc32)o1)N1CCCCC1 | -3% | -12% | -1% | -29% | -10% | 59 | -4%
CCOc1ccc(NC(=O)CNC(=O)c2ccc(OC)cc2)cc1 | 2% | 5% | -3% | 12% | 4% | -14 | -2%
CC(=O)c1nnn(-c2ccc([N+](=O)[O-])cc2)c1C | -1% | -1% | -6% | 11% | 2% | u | 5%
CCOC(=O)CCS(=O)(=O)c1nc(-c2ccccc2)cc(C(F)(F)F)n1 | -12% | 7% | -12% | 10µM* | 1% | x | 2%
CCOC(=O)C1=C(c2ccccc2)N=C2SCC(=O)N2C1c1cccc(OC)c1 (stereo unspecified) | -3% | 11% | 22% | -8% | -14% | -15 | 6%
Cc1ccc(NC(=O)Cn2nnc(C(=O)Nc3ccc(F)c(Cl)c3)c2N)cc1 | 13% | -1% | -35% | 5% | -14% | -6 | 4%
CC(Sc1nncn1C)C(=O)Nc1ccc2ccccc2c1 (stereo unspecified) | -9% | x | -8% | 3% | 0% | 15 | 0%
COc1cccc(/C=N/NC(=O)CNC(=O)CCc2ccccc2)c1O | 110%[activator] | 0% | -16% | u | -1% | -20 | -2%
O=C(NNc1ccc(C(F)(F)F)cc1[N+](=O)[O-])c1ccc(NS(=O)(=O)c2ccc(F)cc2)cc1 | -26% | u | -19% | -3% | -4% | -33 | -24%
Cc1ccc(N2C(=O)[C@@H]3C(c4cccnc4)=NO[C@@H]3C2=O)cc1 | -2% | 1% | -13% | 10% | -8% | 31 | -3%
CCOc1ccccc1N(CC(=O)NCC1CCCO1)C(=O)CCC(=O)Nc1nccs1 (stereo unspecified) | 18% | -6% | 14% | 16% | 0% | u | -3%
O=[N+]([O-])c1ccc(Cl)cc1NCc1cccnc1 | -26% | x | x | -2% | x | u | -5%
COc1cc(NC(=O)c2cccs2)c(C(=O)OCC(=O)NCc2ccccc2)cc1OC | 7% | -3% | -12% | -1% | u | 45 | -8%
COc1ccc(NC(=O)CN(C)C(=O)c2cc3c(s2)CCC3)cc1 | u | x | -40% | 25% | u | x | 2%
Cc1nc(Nc2ccc(S(N)(=O)=O)cc2)sc1C(=O)Nc1ccccc1 | -1% | 0% | -25% | u | -13% | -69* | 0%
CSc1ccc(C(=S)N2CCN(C(c3ccccc3)c3ccccc3)CC2)cc1 | u | 8% | -13% | -2% | -12% | -2 | x
Cc1sc2ncn(CC(=O)N3CCN(c4ccccc4)CC3)c(=O)c2c1S(=O)(=O)N1CCN(c2ncccn2)CC1 | x | x | x | x | 3% | 9 | -10%
O=C(c1ccccc1NS(=O)(=O)c1ccc(Br)cc1)N1CCOCC1 | -10% | -10% | -5% | x | -18% | -25 | 1%
COC(=O)Cc1c(C)c2cc3c(c(C)c2oc1=O)OCN(CCc1ccccc1F)C3 | x | x | x | x | -7% | -18 | -5%
CC(=O)/C=C(\C)Nc1ccc(-c2cnc(-c3ccccc3)o2)cc1 | -13% | -4% | 23% | -5% | 1% | 212 | -2%
O=C1COc2ccc(C(=O)NCc3ccc4c(c3)OCO4)cc2N1 | -15% | 0% | -25% | 34%[activator] | 1% | 3 | 1%
Cc1ccc(C)c(NC(=O)CN(C)C(=O)c2ccncc2)c1 | -10% | 7% | -11% | 12% | u | 15 | -1%
NC1=NOC(=O)C1C1CCCCC1 (stereo unspecified) | 35%[activator] | x | x | -3% | x | 14 | 1%

The final four entries of the section before open the next one.
SMILES | AMA1-RON2 inh | LmPK inhibitor | AmpC no deterg | HCV inh | AmpC detergent | HCMV antiviral | Tb PYK inh
CC(=O)/C=C(\C)Nc1ccc(-c2cnc(-c3ccccc3)o2)cc1 | -13% | -4% | 23% | -5% | 1% | 212 | -2%
O=C1COc2ccc(C(=O)NCc3ccc4c(c3)OCO4)cc2N1 | -15% | 0% | -25% | 34%[activator] | 1% | 3 | 1%
Cc1ccc(C)c(NC(=O)CN(C)C(=O)c2ccncc2)c1 | -10% | 7% | -11% | 12% | u | 15 | -1%
NC1=NOC(=O)C1C1CCCCC1 (stereo unspecified) | 35%[activator] | x | x | -3% | x | 14 | 1%
COc1cc2c(cc1OC)C1=NC(=O)CN1C(SCc1ccc(C)cc1)=N2 | 21% | 3% | 64%[activator] | u | 0% | 47 | 5%
NS(=O)(=O)c1cc(C(=O)NCCOc2ccccc2)c(Cl)cc1Cl | 0% | 1% | -5% | 19% | 4% | 16 | 1%
CC(C)CCn1nnnc1C(c1ccccc1F)N1CCC(C(N)=O)CC1 (stereo unspecified) | 8% | 9% | 19% | 16% | 2% | 14 | 6%
Cc1cc(C)nc(NC(=O)c2ccc3c(c2)OCO3)c1 | x | -18% | -28% | x | 2% | x | x
CCCc1ccc(C(O)c2ncc(-c3ccccc3C)[nH]2)cc1 (stereo unspecified) | 2% | x | x | x | x | 33 | -4%
O=c1oc2ccccc2n1Cc1cccc(F)c1 | 0% | 5% | -11% | 6% | -1% | u | -3%
O=C(CCN1CCOCC1)NNC(=O)Nc1cccc(C(F)(F)F)c1 | 46%[activator] | 2% | -4% | 18% | 6% | x | 0%
NC(=O)c1cc(S(=O)(=O)NCCc2ccc(Cl)cc2)cs1 | 1% | 2% | -24% | 0% | u | -30 | 0%
O=C1CCCN1c1ccc(S(=O)(=O)Oc2cccc(Cl)c2)cc1[N+](=O)[O-] | -11% | 6% | 8% | u | 0% | -37 | -1%
CCN1CC(CN(C)Cc2nc(-c3cccs3)no2)CC1=O (stereo unspecified) | -8% | 2% | 4% | 3% | -8% | -35 | -5%
CN(C)C(/C=C/Nc1ccc(Br)cc1)=C(C#N)C#N | -7% | 4% | -15% | 17% | 11% | 5 | 2%
COCCN(CC(=O)Nc1cccc(C)c1C)C(=O)Cc1sc(C)nc1-c1ccc(F)cc1 | -4% | x | 55% | u | -2% | -1 | -8%
COc1ccccc1C(=O)NNC(=O)c1ccc2ccccc2c1O | -15% | x | x | x | x | 32 | 0%
CCCCn1nc2cc(C(=O)NCc3ccccc3)ccc2c1OCC | -2% | -4% | -18% | u | 0% | -8 | 2%
O=C(OCC(=O)N(C1CCCCC1)C1CCCCC1)c1ccco1 | 0% | 7% | -11% | -3% | u | 21 | 1%
O=C(NCc1cccs1)c1ccc(CSc2nc3ccncc3n2Cc2cccc(F)c2)cc1 | x | x | x | x | -5% | u | -2%
O=C(Nc1ccc2c(c1)OCO2)c1cc(C2CCCCN2S(=O)(=O)Cc2ccccc2)on1 (stereo unspecified) | -16% | x | x | x | x | 40 | -4%
CCOC(=O)c1nnn2c1nc(N1CCCCC1)c1ccccc12 | 14% | 0% | 10% | -27% | -3% | -19 | 8%
Cc1ccc(-c2csc3nnc(SCC(=O)NCc4ccc5c(c4)OCO5)n23)cc1 | -10% | -6% | -25% | 6.3µM* | u | -16 | -2%
COc1cc(N2CCCC2)c(OC)cc1C=O | -5% | -1% | 8% | 11µM* | -4% | u | -8%

Part of the list above in order of count of non-hydrogen atoms, ascending.
SMILES | AMA1-RON2 inh | LmPK inhibitor | AmpC no deterg | HCV inh | AmpC detergent | HCMV antiviral | Tb PYK inh
CN(C)C(/C=C/Nc1ccc(Br)cc1)=C(C#N)C#N | -7% | 4% | -15% | 17% | 11% | 5 | 2%
Cc1ccc(-c2csc3nnc(SCC(=O)NCc4ccc5c(c4)OCO5)n23)cc1 | -10% | -6% | -25% | 6.3µM* | u | -16 | -2%
O=C(Nc1ccc2c(c1)OCO2)c1cc(C2CCCCN2S(=O)(=O)Cc2ccccc2)on1 (stereo unspecified) | -16% | x | x | x | x | 40 | -4%

(list continues)
SMILES | AMA1-RON2 inh | LmPK inhibitor | AmpC no deterg | HCV inh | AmpC detergent | HCMV antiviral | Tb PYK inh
Cc1ccc(CNC(=O)CCS(=O)(=O)c2ccc3c(c2)NC(=O)CO3)cc1 | -10% | 7% | -15% | 4% | -10% | -32 | -16%
CCOC(=O)c1cc(-c2ccccc2)sc1NC(=O)C(C)OC(=O)c1ccncc1 (stereo unspecified) | 6% | 0% | -25% | -11% | 0% | u | -1%
Cc1ccc(C)c(NC(=O)N(C)CCc2c(C)nn(C)c2C)c1 | x | x | x | x | 4% | 13 | -10%
CCn1nc(NS(=O)(=O)c2ccc(F)cc2)c2cc3cccc(C)c3nc21 | -6% | -2% | -49% | 2% | -8% | -29 | -14%
CC(NC(=O)c1ccccc1NC(=O)c1ccncc1)c1ccccc1 (stereo unspecified) | -5% | -2% | -16% | -3% | 5% | -13 | -19%
Cc1onc(-c2c(F)cccc2Cl)c1C(=O)N(C)C1CCCCC1 | -11% | -1% | 31% | 3% | -13% | -8 | -7%
O=c1oc2ccccc2cc1-c1nc2c(s1)CCc1ccccc1-2 | 141%[activator] | 8% | u | -2% | -16% | 21 | -16%
O=C1c2ccccc2C(=O)c2c1cccc2N(CCO)CCO | -22% | -12% | -13% | 0% | -7% | 38 | -7%
COc1cc2[nH]c(=O)n(CCCC(=O)N(C)Cc3ccccc3)c(=O)c2cc1OC | x | x | x | x | -1% | 2 | -2%
CCC1=Nc2cc(C(=O)O)ccc2Sc2ccccc21 | 6% | 0% | -47% | 7%[8.37 µM] | u | -39 | 3%
COc1ccc(S(=O)(=O)N2CCOCC2)cc1NC(=O)c1cc2ccccc2o1 | 7% | x | 68%[activator] | -19% | u | -31 | -1%
C=CCN(CC=C)S(=O)(=O)c1ccc(NC(=S)NC(=O)c2ccc(-c3ccccc3)cc2)cc1 | 33%[activator] | 2% | -23% | u | -1% | -18 | 4%
CC(=O)N/C(=C\c1ccc(F)cc1)C(=O)N(C)C | -3% | -1% | -13% | 12% | -4% | -25 | 3%
